Screening results deposited in PubChem by National Center for Advancing Translational Sciences (NCATS).
HEK293 tox: cytotoxicity in counter-screen for GLP-1R inverse agonists. HEK293 cAMP-luciferase reporter cells, luminescence, 24 h. Potency, µM (highest dose often 38.3 µM), inactives show at the top dose activity change, negative = inhibition, actives largely listed as inhibitors. hit rate 0.13% among 410,000. AID 624418;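 also: loss of luciferase light is scored as toxicity; % is scaled to controls: 0 for no effect and ±100 for the full control effect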
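Here, cytotoxicity is scored as loss of luminescence. The MLSMR collection was tested on cells seeded in medium containing 10% Nu serum, with a 24 hr compound exposure preceded by 12 hours of culture.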
TDP-43 yeast inh: inhibitors of TDP-43 toxicity in yeast; TDP-43 expressing yeast growth rescue, BacTiter-Glo, 24 h; Potency, µM (doses to about 46.1 µM), without a hit: top-dose growth rescue (activation), actives largely listed as activators; hit rate 1.8% among 410,000; also: % of control where 0% means no effect; nearly all actives have a fitted effect of over 50% in size
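Galactose-induced TDP-43 yeast, OD600=0.02, compound pinned; 24 hr, 30 deg C; BacTiter-Glo luminescence for growth. Inhibitors of TDP-43 toxicity read as activators.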
GLP-1R agonist: GLP-1 receptor (human) agonism. HEK293 GLP-1R CRE-luciferase, luminescence, 4-6 h; cells express a hypersensitive GLP-1R form. Potency, µM (highest dose often 45.6 µM), inactives show at the top dose activation, actives largely listed as activators. hit rate 0.007% among 380,000. AID 624172; also: % of control where 0% means no effect
Target sequence (P43220 whole entry, looked up): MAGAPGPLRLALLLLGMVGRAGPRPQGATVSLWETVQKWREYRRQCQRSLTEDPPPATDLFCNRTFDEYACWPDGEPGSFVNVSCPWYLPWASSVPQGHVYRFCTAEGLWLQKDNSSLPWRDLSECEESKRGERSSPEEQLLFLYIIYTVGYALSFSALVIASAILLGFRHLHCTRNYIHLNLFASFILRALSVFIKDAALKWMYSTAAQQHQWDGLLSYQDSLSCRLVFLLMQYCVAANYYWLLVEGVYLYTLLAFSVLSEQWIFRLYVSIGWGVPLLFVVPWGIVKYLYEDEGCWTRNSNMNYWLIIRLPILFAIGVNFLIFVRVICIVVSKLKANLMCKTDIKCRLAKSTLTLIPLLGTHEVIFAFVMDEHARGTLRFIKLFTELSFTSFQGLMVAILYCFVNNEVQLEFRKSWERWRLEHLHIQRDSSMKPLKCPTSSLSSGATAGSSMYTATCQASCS
HT1080-NT tox: kills 2HG-producing HT-1080-NT fibrosarcoma cells; Potency, µM (doses to about 46.1 µM), for the others: top-dose activity, negative = less viability, actives largely listed as cytotoxic; hit rate 1.6% among 360,000; HT-1080-NT fibrosarcoma viability, CellTiter-Glo ATP luminescence, 48 h; AID 686970;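 also: NT is the 2HG producing partner of a matched IDH1 knockdown line; 0% = DMSO-treated cells and -100% = media-only wells without cells; nearly all actives have a fitted effect of over 55% in size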
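A 48-hour cytotoxicity screen used HT-1080-NT cells plated 2 hours before compound delivery. ATP-based CellTiter-Glo luminescence measured viability, normalized to DMSO and no-cell controls.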
HT1080 IDH1KD tx: HT-1080 IDH1 knockdown cell toxicity (counter line); HT-1080 IDH1 knockdown viability, ATP luminescence, 48 h; Potency, µM (titrated, usually from 46.1 µM), for inactives: at the top dose activity, negative = toxicity, hits mostly cytotoxic; hit rate 2% among 360,000; AID 686971;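 also: 0% = DMSO wells and -100% = cell-free medium wells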
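Cytotoxicity counter-line: IDH1KD HT-1080, 48 h, CellTiter-Glo. Curves classed by r2, magnitude and activity.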
KB-3-1 tox: kills parental KB-3-1 adenocarcinoma cells. KB-3-1 viability, CellTiter-Glo ATP luminescence, 72 h. Potency, µM (series often up to 46.1 µM), inactives show at the top dose activity change, negative = cytotoxic, usual class: cytotoxic. hit rate 1.4% among 400,000; also: % is scaled to controls: 0 for no effect and ±100 for the full control effect; nearly all actives have a fitted effect of over 60% in size
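Cells are dispensed, compounds pinned in, plates held at 37 °C for 72 h, then CellTiter-Glo is added and luminescence read after 10 minutes. Cell line: parental KB-3-1 in phenol-red-free DMEM, 10% FBS.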
GLP1R inv ag: GLP-1 receptor (human) inverse agonism; P43220; HEK293 GLP-1R CRE-luciferase, luminescence, 24 h; GLP-1R form is constitutively active; Potency, µM (series often up to 38.3 µM), for the others: top-dose activity change, negative = inhibition, actives largely listed as inhibitors; hit rate 1.6% among 410,000; AID 624417; also: % is scaled to controls: 0 for no effect and ±100 for the full control effect; nearly all actives have a fitted effect of over 55% in size
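Inverse agonism was detected as reduced cAMP-driven luciferase luminescence after 24 h compound treatment. The cells were HEK293 clones expressing constitutively active human GLP-1R with the reporter. Reporter-only and GPR119 cell lines served as counterscreen controls.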
KB-V1 cytotox: kills drug-selected multidrug resistant KB-V1 cells. KB-V1 MDR cells viability, CellTiter-Glo, 72 h. Potency, µM (doses to about 46.1 µM), for inactives: at the top dose activity change, negative = cytotoxicity, most hits filed as cytotoxic. hit rate 3.4% among 400,000; also: % is scaled to controls: 0 for no effect and ±100 for the full control effect; nearly all actives have a fitted effect of over 60% in size
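KB-V1 MDR subline cells in DMEM (phenol-red free, 10% FBS) exposed to compounds in qHTS concentration series for 72 h at 37 degrees C. Viability read by CellTiter-Glo luminescence; concentration-effect curves fitted after normalization and correction.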
SW480 rerep: DNA re-replication induction in SW480 cells; SW480 DNA re-replication, Hoechst DNA content imaging, 48 h; Potency, µM (titrated, usually from 46.1 µM), without a hit: at the top dose re-replication activation, actives largely listed as activators; hit rate 1.8% among 340,000; AID 624297; also: % of control where 0% means no effect; nearly all actives have a fitted effect of over 55% in size
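Image-based read-out: total Hoechst fluorescence of nuclei (405 nm excitation, 500-530 nm emission), with hits raising the fraction of high-intensity nuclei. SW480 colon cells incubated 48 hr with compounds at 37 C.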
* marks the source's active call; other numbers are inactive results; ? = inconclusive; . = no result given; & = joins results of further samples; [ ] = dose if it differs, or a comment. Calls follow the shape of the dose curve; as a rule, active = well fitted curve in the direction sought with a large enough effect; inconclusive = small, poorly fitted or top-dose-only effect, or another doubt; inactive = no such curve, though single readings can be large; an effect the other way counts as inactive or inconclusive. Potency is read from the fitted curve at half-maximal effect. Compounds as they come; any-hit rate near 9.4%.

The line under a structure holds: HEK293 tox, TDP-43 yeast inh, GLP-1R agonist, HT1080-NT tox, HT1080 IDH1KD tx, KB-3-1 tox, GLP1R inv ag, KB-V1 cytotox, SW480 rerep
NC(=O)c1cccc(C(N)=O)n1
→ -9%, -2%, -2%, 20%, -4%, 0%, 3%, 6%, -10%
Nc1c(C(O)(C(F)(F)F)C(F)(F)F)cc(C(O)(C(F)(F)F)C(F)(F)F)c2ccccc12
→ ?, -11%, -11%, 21µM*, 23µM*, -11%, ?, -6%, 28%
CCCCn1cnc2c(SCc3ccc(Cl)cc3)nc(N)nc21
→ -8%, 5%, ?, ?, ?, -28%, ?, ?, ?
COc1ccc(C(CNC(=O)c2ccc3c(c2)C(=O)N(CCC(C)C)C3=O)N2CCOCC2)cc1 (stereo not drawn)
→ -14%, 1%, 5%, 0%, -4%, -4%, 2%, 9%, 1%
Cc1nc(Nc2ccccc2)sc1C(=O)Nc1ccccc1
→ -2%, 10µM*, 8%, -17%, -1%, -7%, ?, -14%, -3%
CCOc1ccc(NC(=O)CN(C)C(=O)CCc2nc3ccccc3c(=O)[nH]2)cc1OCC
→ -1%, 6%, -2%, -6%, 0%, 4%, 8%, ?, .
CCOc1ccc(CNC(=O)c2cccc(NC(=O)N3CCSc4ncccc43)c2)cc1OC
→ -7%, 7%, ., ., ., -30%, 1%, 1%, .
CCc1nnc(NC(=O)Cc2ccc(OC)cc2)s1
→ -5%, 19%, -4%, 26%, 10%, 15%, 10%, 2%, -8%
NC(=O)c1cc2cc(Cl)ccc2oc1=Nc1cccc(C(F)(F)F)c1
→ 2%, 29%, -1%, 2%, 10%, 10%, 8%, -7%, -2%
CCC(C)(C)N1CC(=O)N(Cc2ccccc2)C(c2ccc(OC)cc2)C1=O (stereo not drawn)
→ -4%, -1%, 15%, 1%, 2%, 0%, 2%, ?, 15%
COC(=O)[C@@]1(Cc2ccc(F)cc2)[C@H]2c3cc(C(=O)N(C)C)n(C)c3C[C@H]2CN1C(=O)c1ccccc1
→ 6%, 0%, 3%, 2%, 2%, -11%, 5%, ?, .
CCOc1cc(CO)c(Br)cc1OCC(=O)O
→ -3%, -18%, -6%, 0%[9.24 µM], 3%, 4%, 31%[activator], 21%, 1%
Cc1ccccc1NC(=O)CC1S/C(=N/c2nccs2)N(C)C1=O (stereo not drawn)
→ -18%, 5%, 3%, 9%, 6%, 1%, 11%, -10%, -4%
COC(=O)c1ccc(NC(=O)c2cccc(NC(=O)c3ccccc3)c2)cc1
→ -9%, 3%, -6%, -1%, -3%, 9%, -5%, -1%, -16%
CC1(C(=O)NCc2ccc3c(c2)OCO3)CCN1C(=O)Cc1cccc2ccccc12 (stereo not drawn)
→ 3%, ?, -2%, 1%, 3%, 0%, 6%, 3%, .
O=C(COC(=O)C1=COCCO1)NC1CCCCC1
→ 9%, -15%, -11%, 2%, -7%, -3%, 8%, 12%, 9%
COc1ccc2oc(C(=O)OCC(=O)Nc3cccc(S(=O)(=O)N4CCOCC4)c3)c(C)c2c1
→ 5%, -4%, 18%, -8%, -9%, 8%, -27%, 8%, -1%
Fc1ccc(-c2cc(-c3ccccc3)nc(-n3cccn3)n2)cc1
→ -20%, -1%, 16%, -15%, -14%, -9%, ?, -5%, 3%
COc1cccc(NC(=O)C(NC2CCCC2)c2ccccc2)c1 (stereo not drawn)
→ -3%, 8%, -1%, -12%, -11%, -25%, ?, -5%, -2%
NC(=S)NN=C1c2ccccc2-c2c(F)c(F)c(F)c(F)c21
→ 11µM*, -20%, -3%, -17%, ?, ?, ?, ?, 15µM*
CSc1ccccc1NC(=O)N1CCCC(C(=O)c2ccc3c(c2)OCO3)C1 (stereo not drawn)
→ 9%, 16µM*, 4%, 16%, 21%, 0%, -11%, 0%, -2%
CCN1CCN(C(=O)Nc2ccc(OC)cc2OC)CC1
→ ?, -24%, 2%, 17%, -1%, 0%, -12%, 2%, 0%
C/C(=N/NC(=O)c1ccc(C)s1)c1ccncc1
→ -6%, 14%, 11%, 5%, 12%, 37%, 37%[activator], 0%, ?
O=C(O)Cc1coc(-c2ccc(F)cc2)n1
→ 6%, -11%, -9%, 4%, 3%, -3%, 0%, 2%, 2%
COC(=O)[C@@H](Cc1c[nH]c2ccccc12)NC(=O)CNC(=O)c1ccccc1OC
→ 17%, 11%, 14%, -6%, -4%, 14%, 10%, 0%, 6%
O=C(CSc1cccc[n+]1[O-])NCCCc1ccccc1
→ 0%, -11%, 0%, -6%, 0%, 1%, 2%, ?, -2%
CC(C)(C)c1ccc(/C=C/C(=O)NC2=NCCS2)cc1
→ -25%, -10%, -6%, ?, 3%[9.24 µM], ?, -13%, ?, 5%
Cc1ccc(NC(=S)N2CCC(O)CC2)c(C)c1
→ 5%, 15%, -4%, -2%, 14%, 2%, -7%, -6%, -5%
Cc1ccc(C)c(OCc2nnc(SCC(=O)NCc3ccc4c(c3)OCO4)o2)c1
→ -8%, 9%[9.22 µM], 8%, 3%, -1%, 10%, -30%, -20%, -8%
CC(C)NC(NC(=O)Cc1ccccc1)C(Cl)(Cl)Cl (stereo not drawn)
→ 25%, 1%, -3%, -1%, -3%, 5%, -14%, 9%, -1%
COc1ccc(-n2c(=O)[nH]cc(C(=O)Nc3ccc4c(c3)OCCO4)c2=O)cc1
→ 15%, 5%, -15%, 2%, 0%, 6%, -1%, 1%, -6%
CCOc1ccc(-c2nc(S(=O)(=O)c3ccccc3)c(NCc3cccnc3)o2)cc1
→ 2%, 14%, 10%, 0%, -10%, 12%, 31%[activator], -21%, -2%
O=C(N/N=C/C=C\c1ccco1)c1cccnc1
→ 20%, 9%, 0%, 2%, -1%, 3%, 8%, 22%, -1%
COc1ccc(S(=O)(=O)N2CCC(C(=O)N[C@H](C(=O)N3CCCCCC3)C(C)C)CC2)cc1
→ -12%, 5%, -4%, 8%, 1%, 14%, -8%, -10%, 8%
CCc1nnc(NS(=O)(=O)c2ccc(Nc3ccc([N+](=O)[O-])c4nonc34)cc2)s1
→ ?, -33%, -3%, -14%, -4%, -17%, -6%, 2%, 0%
C=CCOc1ccc(C2/C(=C(\O)c3ccc4c(c3)CC(C)O4)C(=O)C(=O)N2CCN2CCOCC2)cc1OCC (stereo not drawn)
→ -1%, -5%, -1%, 2%, 6%, 11%, -18%, 23%, 1%
C/C(=N\NC(=O)c1ccn(C)n1)c1cccc(NC(=O)c2ccc(C)s2)c1
→ 1%[1.53 µM], -10%, 3%, 1%, -1%, ?, 4%, ?, ?
CCOc1cccc(OCCOc2ccc(C(=O)c3ccccc3)cc2)c1
→ -7%, 25%, 0%, 9%, -2%, -3%, ?, ?, ?
Cc1nnc(NC(=O)C2CCN(c3cnccn3)CC2)s1
→ 0%, 1%, -19%, -4%, -5%, 16%, 7%, -14%, -4%
NS(=O)(=O)c1ccc(N=Nc2c[nH]c(=O)c(O)c2)cc1
→ ?, -39%[inhibitor], 1%, -16%, -4%, -5%, 16%, 5%, ?
CCCNC(=O)c1cc(C2CCCCN2C(=O)CCCc2ccccc2)on1 (stereo not drawn)
→ 3%, 10%, 5%, 4%, ?, 0%, ?, -6%, .
CC(=O)NC(c1cccc([N+](=O)[O-])c1)c1ccc2cccnc2c1O (stereo not drawn)
→ ?, -8%, 3%, ?, ?, 3.7µM*, ?, ?, ?
CC(NC(=O)c1cc(COc2ccc(-n3cncn3)cc2)on1)c1ccc(F)cc1 (stereo not drawn)
→ -18%, 17%, -2%, -3%, -15%, -6%, -17%, -27%, .
CC(=O)c1ccc(NC(=O)c2nc(-c3ccccc3)n(-c3ccc(Cl)cc3)n2)cc1
→ 3%, 7.9µM*, ., ., ., -1%, 14%, -3%, .
Cc1ccccc1COC[C@H](CC(C)C)N1CCN(C(=O)c2cccc(C(F)(F)F)c2)CCC1=O
→ -22%, 11%, 10%, -1%, 0%, 1%, ?, -1%, ?
O=C(COc1ccccc1)Nc1cccc(-c2cn3cccnc3n2)c1
→ -7%&8%, ?, -2%, 8%, 11%, 21%&7%, 18%&9%, -15%&1%, ?
Cc1cc(C)n2c(SC(C)C(=O)NC3(C#N)CCCCC3)nnc2n1 (stereo not drawn)
→ 6%, 2%, -3%, 4%, -4%, 13%, 18%, 8%, -13%
Cc1ccc(-n2nc3c(c2NC(=O)c2ccc(OC(C)C)cc2)CS(=O)C3)cc1 (stereo not drawn)
→ 5%, -2%, 5%, -4%, -2%, -7%, -18%, -1%, -6%
Cc1cc(C)cc(C(=O)NCC(=O)OCC(=O)c2cc(C)n(CC(F)(F)F)c2C)c1
→ -2%, -21%, 0%, 15%, 12%, 14%, -20%, -23%, 3%
COC(=O)c1cc(OC)c(OC)cc1NC(=S)Nc1cc(Cl)ccc1OC
→ -23%, 14%, -11%, 2%, 5%, 16%, -16%, -19%, -2%
COc1cccc2cc(S(=O)(=O)c3ccc(F)c(C)c3)c(=O)oc12
→ 10%, -12%, ., ., ., 6%, 4%, 1%, .

Some entries already given, showing only GLP-1R agonist.
| SMILES | GLP-1R agonist |
| --- | --- |
| CCCNC(=O)c1cc(C2CCCCN2C(=O)CCCc2ccccc2)on1 (stereo not drawn) | 5% |
| CC(=O)NC(c1cccc([N+](=O)[O-])c1)c1ccc2cccnc2c1O (stereo not drawn) | 3% |
| CC(NC(=O)c1cc(COc2ccc(-n3cncn3)cc2)on1)c1ccc(F)cc1 (stereo not drawn) | -2% |
